# 12-LOX inh: Primary qHTS assay for inhibitors of human arachidonate 12S-lipoxygenase (ALOX12): Round 2 | AID 1671190, 2021 | purified 12hLO, xylenol orange hydroperoxide absorbance | actives 1.1% (n = 580,000) | Polyunsaturated fatty acid lipoxygenase ALOX12 (Homo sapiens), P18054 | Potency, µM (titrated, usually from 108 µM), for inactives: at the top dose activity change, negative = inhibition, hits mostly inhibitors; active = well fitted inhibition curve with a large enough effect; inconclusive = small, poorly fitted or top-dose-only effect, or another doubt; inactive = no such curve, though single readings can be large or run the other way
# Target sequence (P18054 whole entry, looked up): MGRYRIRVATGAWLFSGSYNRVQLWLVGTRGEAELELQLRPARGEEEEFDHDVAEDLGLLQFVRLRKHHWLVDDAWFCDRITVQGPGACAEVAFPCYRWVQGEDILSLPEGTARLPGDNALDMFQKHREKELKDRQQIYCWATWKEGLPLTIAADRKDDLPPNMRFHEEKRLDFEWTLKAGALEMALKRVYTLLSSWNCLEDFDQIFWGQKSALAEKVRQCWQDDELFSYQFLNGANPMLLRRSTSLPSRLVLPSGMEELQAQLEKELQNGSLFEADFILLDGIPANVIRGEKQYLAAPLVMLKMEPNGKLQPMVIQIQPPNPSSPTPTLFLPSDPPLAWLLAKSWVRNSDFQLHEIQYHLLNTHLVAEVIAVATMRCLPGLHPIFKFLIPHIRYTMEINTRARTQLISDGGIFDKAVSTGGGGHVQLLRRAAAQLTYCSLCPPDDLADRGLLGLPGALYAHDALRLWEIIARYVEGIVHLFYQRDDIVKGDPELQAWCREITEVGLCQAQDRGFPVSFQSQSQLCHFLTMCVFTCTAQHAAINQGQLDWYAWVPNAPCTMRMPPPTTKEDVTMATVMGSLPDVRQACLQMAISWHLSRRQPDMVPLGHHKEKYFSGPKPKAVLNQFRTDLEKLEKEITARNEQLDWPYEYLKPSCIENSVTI
#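 Hydroperoxide product was detected by ferrous iron/xylenol orange as the 573 to 405 nm absorbance ratio. Arachidonic acid at 40 uM (final) was turned over for 30 min at room temperature by 150 nM human 12hLO, pH 7.0 Hepes buffer, after 15 min compound preincubation.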
# Active calls of the source: *; ? = inconclusive; [ ] = remark or other dose. % is scaled to controls: 0 for no effect and ±100 for the full control effect; potency is read from the fitted curve at half-maximal effect. The list is partial. The share of hits here may be higher or lower than overall.
nr	compound	12-LOX inh
1	Nn1c(SCC(=O)NCCc2ccccc2)nnc1-c1ccco1	25.0%
2	CN(C(=O)c1ccc(Cl)cc1)c1nc2ccccc2o1	-7.2%
3	O=C(Cc1ccccc1)N1CCc2c(nc(-c3ccccc3)[nH]c2=O)C1	22.4%
4	CSc1cccc(NC(=O)c2ccc(Cl)cc2I)c1	6.9%
5	CN(C)C(=O)c1n[nH]c2c1CN(C(=O)CCc1ccccc1)CC2	63.6%[activator]
6	CCOC(=O)CCc1c(C)[nH]n(-c2nc3ccccc3[nH]2)c1=O	-1.2%
7	CN(CC1COc2ccccc2O1)S(=O)(=O)N1CCOCC1 (stereo not drawn)	38.8%[activator]
8	Oc1ccc(C2(c3cccc(Cl)c3)CCCC2)cc1	-56.1%
9	COc1cccc([S+](=O)([O-])N2CCC3(COc4ccccc4C(=O)N3)C2)c1 (stereo not drawn)	106.1%[activator]
10	CCCNC(=O)Cc1ccc(NC(=O)N2CCSc3ncccc32)cc1	3.1%
11	COc1ccc(OC)c(CN2CCCC(C(=O)N3CCCCCC3)C2)c1 (stereo not drawn)	?
12	O=C(CC[C@H]1O[C@@H](n2cnc3c(NC(=O)c4ccccc4)ncnc32)[C@H](O)[C@@H]1O)NCC1CCN(Cc2ccccc2)CC1	19.2%
13	CCC(C)c1ccc(NC(=O)COC(=O)c2nn(C)c(=O)c3ccccc23)cc1 (stereo not drawn)	?
14	CCn1cc(CN2CC(Oc3ccc(-c4noc(-c5cccnc5)n4)cc3)C2)cn1	44.2%[activator]
15	O=C(c1csc(-c2cccs2)n1)N1CCCC1c1nc2ccccc2[nH]1 (stereo not drawn)	46.6%[activator]
16	CC(=O)N1CCC(C(=O)NCC(=O)N2CCCCCCNC(=O)CC2c2ccccc2)CC1 (stereo not drawn)	22.9%
17	Cc1ccc2c(C)nc(Nc3nc(C)c(C)c(=O)[nH]3)nc2c1	13.6%
18	O=c1oc2cc(O)ccc2cc1-c1nc2ccccc2s1	-19.9%
19	O=C(/C=C/c1c(Cl)cccc1Cl)c1ccc(OC(F)F)cc1	?
20	CCOc1ccc(Nc2ncncc2-c2nc(-c3ccccc3)no2)cc1	48.5%[activator]
21	COc1cc(C=C(OC(C)=O)c2ccc3c(c2)OCO3)cc(OC)c1OC	-2.4%
22	COC[C@@H]1CN(Cc2ccc(C)cn2)C[C@H]1C(=O)NC1CC1	85.5%[activator]
23	COc1ccc(C(=O)Nc2cc(S(=O)(=O)N3CCCCC3)ccc2C)cc1	-9.2%
24	c1csc(C2NCCc3sccc32)c1 (stereo not drawn)	?
25	CCCS(=O)(=O)NC(=O)C1(C)CCN(C(=O)c2c(F)cccc2F)C1 (stereo not drawn)	12.1%
26	CNC(=O)C[C@@H]1C(=O)N(C2CCCCC2)CC1(C)C	-36.1%
27	COc1ccc2c(c1)c(CN1CCCCCCN(C)C(=O)[C@@H]3CCC[C@@H]31)cn2C	130.9%[activator]
28	COc1cccc([S+](=O)([O-])N2CCC3CC(=O)NCCC3C2)c1 (stereo not drawn)	-0.8%[6.33 µM]
29	Cc1cn2nc(C(=O)NCc3cccc(Cl)c3)cc2c(=O)[nH]1	-3.9%
30	COc1ccc(-c2cc(N3CCCN(C(=O)c4ccc(F)c(Cl)c4)CC3)n[nH]2)cc1	47.3%[activator]
31	COc1cccc(N2CCN(c3nc(C(=O)NCc4ccccc4F)cs3)CC2)c1	36.0%
32	COc1ccc(C(c2nnnn2Cc2ccccc2)N2CCN(C/C=C/c3ccccc3)CC2)cc1 (stereo not drawn)	?
33	COc1ccc2[nH]c3c(c2c1)CCNC31CCN(C(=O)C2CCC2)CC1	6.1%
34	Cc1cc(C(=O)NCc2nnc3n2CCN(Cc2ccc(C)c(C)c2)CC3)c(C)o1	-2.5%
35	CC(C)CCNC(N)=S	?
36	COCCc1noc([C@@H]2CC(F)(F)CN2C(=O)c2cc(C)on2)n1	41.9%[activator]
37	CCc1ccc(C2CC(=O)NC3=C2C(=O)CC(c2ccc(OC)cc2)C3)cc1 (stereo not drawn)	?
38	Cc1cc(C)nc(SCc2nc3ccc(Cl)cn3c2Br)n1	?
39	Cc1nc(-c2cn(C3CCCN(C(=O)c4ccc(C#N)cc4)C3)nn2)no1 (stereo not drawn)	9.7%
40	COc1cccc(Nc2nc(C(N)Cc3ccc(F)cc3)cs2)n1 (stereo not drawn)	-16.4%
41	Cc1ccc(CCNC(=O)CN2C(=O)CN(C(=O)NCc3ccccc3)c3ccccc32)cc1	-16.8%
42	Cc1cc(N2CCNC[C@H]2C)ccc1N1CCS(=O)(=O)CC1	-22.0%
43	CN1CCCC2(CCN(C(=O)Cc3c[nH]c(=O)n(C)c3=O)C2)C1=O (stereo not drawn)	29.1%
44	N#Cc1ccc(CN2CCC3(CC2)CNc2ccccc2[S+](=O)([O-])N3)cc1	?
45	CCCNC(=O)C(NC(=O)CC(C)C)C1CCN(C(=O)c2ccc3c(c2)OCO3)CC1 (stereo not drawn)	48.8%[activator]
46	CCc1cc(CC)n(-c2nc3c(c(=O)n(CC(N)=O)c(=O)n3C)n2CCC(C)C)n1	-0.7%
47	C=CCn1c(N2CCN(Cc3ccccc3)CC2)nc2c1c(=O)n(C)c(=O)n2C	?
48	O=C(c1ccc(Cn2ccnc2)o1)N1CCCn2nc(CO)cc2C1	32.5%
49	CC1CCN(C(=O)C2CCN(S(=O)(=O)Cc3c(F)cccc3Cl)CC2)CC1	-26.3%
50	COc1ccc(-c2cc(N3CCC(NC(=O)c4cccs4)CC3)n[nH]2)cc1	5.4%
51	CN(C)[S+](=O)([O-])c1ccc2c(c1)OCCN(Cc1cc(F)ccc1F)C2	18.1%[176 µM]
52	Cc1ccc(C(O)c2nnc(Nc3cccc(Oc4ccccc4)c3)s2)cc1 (stereo not drawn)	-20.1%
53	Cc1ccc([S+](=O)([O-])N2CCCC(c3nn(-c4ccc(F)cc4)c(=O)[nH]3)C2)cc1 (stereo not drawn)	15.9%
54	COC1CCOC2(CCNCC2)C1 (stereo not drawn)	7.1%
55	NC(c1ccccc1)c1nnc2n1CCN(C(=O)N1CCCC1)C2 (stereo not drawn)	7.94µM*
56	CCOc1cccc(CNC(=O)c2ccc3c(c2)N(S(=O)(=O)c2ccccc2)CC3)c1	35.6%[activator]
57	CCCCCC1/C(=N/O)CCC1CC(=O)OC (stereo not drawn)	9.5%
58	CCC(CC)NC(=O)COC(=O)/C=C/c1cccc2cccnc12	-15.8%
59	O=C(NC1CCCCC1)C(c1ccccc1)n1c(=O)c(-c2ccco2)nc2ccccc21 (stereo not drawn)	?
60	O=C(CN1Cc2ccccc2OC(c2ccccc2F)C1)NC(c1ccccn1)C(F)(F)F (stereo not drawn)	16.8%

# Fetched by compound from the entries so far:
nr	compound	12-LOX inh
54	COC1CCOC2(CCNCC2)C1 (stereo not drawn)	7.1%
59	O=C(NC1CCCCC1)C(c1ccccc1)n1c(=O)c(-c2ccco2)nc2ccccc21 (stereo not drawn)	?
50	COc1ccc(-c2cc(N3CCC(NC(=O)c4cccs4)CC3)n[nH]2)cc1	5.4%
42	Cc1cc(N2CCNC[C@H]2C)ccc1N1CCS(=O)(=O)CC1	-22.0%
38	Cc1cc(C)nc(SCc2nc3ccc(Cl)cn3c2Br)n1	?

# More compounds
nr	compound	12-LOX inh
61	N#C/C(=C\c1c2ccccc2cc2ccccc12)c1ccc([N+](=O)[O-])cc1	-11.9%
62	Oc1cc(-c2nc3ccccc3s2)cc2c1OCCN(Cc1ncccn1)C2	26.6%
63	CN(Cc1ccsc1)C(=O)c1cccc(C(=O)N(C)Cc2ccsc2)n1	?
64	CCCc1nc(C#N)c(N2CCN(c3ccccc3)CC2)o1	-22.7%
65	COc1ccc(-c2cnc3n2CC(C(=O)NCC2CC2)CC3)cc1 (stereo not drawn)	6.9%
66	O=C(NCc1nnc2ccc(-c3ccccc3)nn12)c1ccc(Cl)cc1	0.1%
67	O=C(N[C@H](Cc1ccccc1)C(=O)NCCCc1ccccc1)[C@H]1O[C@@H](n2ccc(=O)[nH]c2=O)[C@H](O)[C@@H]1O	-14.5%
68	O=C(NC1CCN(c2cc(-c3cccs3)[nH]n2)C1)c1ccccc1Br (stereo not drawn)	26.6%
69	CCCNC(=O)C1CCN(c2ncnc3onc(-c4ccc(C)cc4)c23)CC1	-5.3%
70	COC(=O)c1sccc1S(=O)(=O)Nc1ccc(OC)cc1	29.2%
71	C=Cc1cccc(-c2nccn2-c2cccc(CN)c2)c1	30.1%[activator]
72	O=C1CCCN1CCC1CCCCN1C(=O)c1cn(Cc2ccc(F)cc2Cl)nn1 (stereo not drawn)	-11.3%
73	O=S(Cc1cccc(F)c1)Cc1coc(-c2cccc(F)c2)n1 (stereo not drawn)	?
74	CC(=O)Nc1ccc(S(=O)(=O)N(C)CC(=O)Nc2ccc(-c3ccccc3)cc2)cc1	2.8%
75	CN1CCc2c(C#N)c(NCc3ccccn3)n3cnnc3c2C1	-24.4%
76	CN1CCC(N2CC[C@H](c3nnc(-c4ccccc4F)o3)C2)CC1	-3.7%[176 µM]
77	CCOC(=O)C(C)Oc1ccc2c(=O)c(Oc3ccc(OCC)cc3)c(C)oc2c1 (stereo not drawn)	7.4%
78	Oc1ccccc1CN(CCN1CCCCC1)CC1CCCN(C2CCCC2)C1 (stereo not drawn)	42.9%
79	CC(C)(C)CC(=O)Nc1nc(C(N)Cc2ccc(C(F)(F)F)cc2)cs1 (stereo not drawn)	-19.6%
80	Cn1cnc(S(=O)(=O)N2CCC(c3nc(C4CC4)no3)C2)c1 (stereo not drawn)	-7.1%
81	COC1CN(c2ccc(C)cc2)C12CCN(C(=O)c1ccco1)CC2 (stereo not drawn)	-1.6%
82	Cc1nnc(SC(C)C(=O)c2c[nH]c3ccccc23)n1C1CC1 (stereo not drawn)	10.9%
83	CC(C)C#Cc1ccc2c(c1)O[C@@H](CN(C)S(=O)(=O)c1cn(C)cn1)[C@@H](C)CN([C@H](C)CO)S2(=O)=O	-5.0%
84	Cc1cc(-c2nccc3c(=O)cc(N4CCOCC4)oc23)ccn1	1.6%[176 µM]
85	CCS(=O)(=O)N1CCC(Oc2ncccc2C(=O)N(C)C)C1 (stereo not drawn)	43.2%[activator]
86	Cc1cc(C)n(-c2nc3cc(Cl)ccc3nc2NCc2ccncc2)n1	-16.6%
87	CCc1ccc(C(O)c2ncc(-c3ccc(C)cc3)[nH]2)cc1 (stereo not drawn)	0.7%
88	CN(C)c1ccc(-c2noc([C@@H]3CCCN3Cc3cnc4ccccc4c3)n2)cn1	-55.0%[176 µM]
89	CCCNC(=O)C(C)NC(=O)Cc1ccc(S(=O)(=O)N2CCCCC2)cc1 (stereo not drawn)	20µM*
90	COc1ccc(C(=O)Nc2oc3ccc(Cl)cc3c(=O)c2-c2ccc(OC)cc2)cc1	-13.5%
91	CCn1c(C2CCCNC2)nn(Cc2noc(-c3ccc(C)cc3)n2)c1=O (stereo not drawn)	0.6%
92	CCc1nc2c(c(-c3ccc(Cl)cc3)n1)CCN(Cc1ccccc1)CC2	9.4%
93	CN(C)[C@@H]1CN(C(=O)C2CCC2)CC[C@@H]1CO	6.8%
94	COc1cc2ccccc2cc1C(=O)N/N=C/c1cccs1	3.3%
95	O=C(CCC1CCCN(S(=O)(=O)c2cccc(F)c2)C1)NC1CCCCC1 (stereo not drawn)	-6.5%
96	O=C(CCCc1ccccc1)NCCc1noc(-c2cccnc2)n1	17.2%
97	CCN(Cc1nc2cc(Cl)ccc2c(=O)[nH]1)C(=O)CNC(=O)c1ccc(F)cc1	6.9%
98	CCn1cc(S(=O)(=O)N2CCCCCCNC(=O)[C@@H]3CCCC[C@@H]32)cn1	18.6%
99	COc1cc(/C=C/c2nc3cc(C)c(C)cc3s2)cc(OC)c1	?
100	COc1ccc2cnn(CC(=O)Nc3cccc(Cl)c3)c(=O)c2c1OC	-20.6%
101	COCc1cc(CC2(NCc3ccccc3Cl)COC2)no1	1.2%[176 µM]
102	O=C(NCc1nnc2ccc(-c3ccc(F)cc3)nn12)c1ccc(Cl)s1	7.6%
103	COc1ccc(N(Cc2cccs2)C(=O)Cn2nnc(-c3ccc(F)cc3)n2)cc1	6.8%
104	Cc1cc(C)cc(-n2ccn3c(CCCC(=O)NCc4cccs4)nnc3c2=O)c1	9.1%
105	Cc1cnc2c(S(=O)(=O)NCC3CCOC3)cccc2c1 (stereo not drawn)	-29.5%
106	C=CCn1c(SCC(=O)Nc2ccccc2)nc2c1c(=O)[nH]c(=O)n2C	-47.3%
107	COCc1cc(=O)n(CC(=O)Nc2ccc(C)cc2)c(N2CCOCC2)n1	11.0%
108	COC(=O)C(=O)CC(=O)c1ccc(C)s1	-64.9%
109	CCCS(=O)(=O)NCC1Cn2cccc2C(=O)N1CCOC (stereo not drawn)	14.1%
110	CCCOc1nc2ccccc2nc1N1CCC(C(=O)Nc2ccc(C(N)=O)cc2)CC1	-16.2%
111	CCc1ccc([C@@H]2C[C@H]3[C@@H](CN2S(=O)(=O)c2ccc(C)cc2)C(=O)C[C@@H](c2ccccc2)N3S(=O)(=O)c2ccc(C)cc2)cc1	-0.8%
112	N#Cc1cccc(CN2C[C@H](O)C[C@H]2c2nc(CS(=O)(=O)c3ccc(F)cc3)no2)c1	-13.5%
113	O=C(CCC1CCCN(S(=O)(=O)c2ccccc2)C1)N1CCCCC1 (stereo not drawn)	6.9%
114	CS(=O)(=O)N1CCC(C2CCN(C(=O)c3ccc4nc[nH]c4c3)C2)CC1 (stereo not drawn)	8.3%
115	O=c1[nH]c(CN2CCCCCCC2)nc2ccsc12	4.9%
116	CS(=O)(=O)c1ccc(OCC(=O)c2ccc(F)cc2)cc1	-0.7%

# From PubChem BioAssay
